NPSR antag – neuropeptide S receptor (human) antagonism, cAMP. CHO-NPSR cells, cAMP TR-FRET, antagonist mode. Potency, µM (top dose mostly 38.3 µM), inactives show at the top dose activity change, negative = inhibition, hits mostly inhibitors. Q6W5P4. AID 1461. hit rate 1% among 220,000; also: potency is read from the fitted curve at half-maximal effect; % is scaled to controls: 0 for no effect and ±100 for the full control effect; nearly all actives have a fitted effect of over 50% in size; many of its hits are not listed in these tables
Target sequence (Q6W5P4 whole entry, looked up): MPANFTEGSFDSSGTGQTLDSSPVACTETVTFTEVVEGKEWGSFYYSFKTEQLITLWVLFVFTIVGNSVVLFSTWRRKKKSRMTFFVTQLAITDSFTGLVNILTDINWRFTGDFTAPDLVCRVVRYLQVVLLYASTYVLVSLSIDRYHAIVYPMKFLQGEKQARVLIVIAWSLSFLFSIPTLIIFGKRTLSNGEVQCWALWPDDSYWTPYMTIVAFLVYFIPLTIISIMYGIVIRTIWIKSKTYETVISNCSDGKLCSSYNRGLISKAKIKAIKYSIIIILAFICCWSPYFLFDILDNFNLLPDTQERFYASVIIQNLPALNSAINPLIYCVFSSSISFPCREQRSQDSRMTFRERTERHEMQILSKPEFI
CBFb-RUNX1 inh – blocks binding between human CBF-beta and RUNX1. Potency, µM (titrated, usually from 59.8 µM), inactives show top-dose activity, negative = inhibition, hits mostly inhibitors. Q01196+Q13951. 230,000 tested, under 10 active. AlphaScreen CBFb-His/RUNX1-biotin binding, biochemical; also: % of control where 0% means no effect
Target sequence (Q01196 whole entry, looked up): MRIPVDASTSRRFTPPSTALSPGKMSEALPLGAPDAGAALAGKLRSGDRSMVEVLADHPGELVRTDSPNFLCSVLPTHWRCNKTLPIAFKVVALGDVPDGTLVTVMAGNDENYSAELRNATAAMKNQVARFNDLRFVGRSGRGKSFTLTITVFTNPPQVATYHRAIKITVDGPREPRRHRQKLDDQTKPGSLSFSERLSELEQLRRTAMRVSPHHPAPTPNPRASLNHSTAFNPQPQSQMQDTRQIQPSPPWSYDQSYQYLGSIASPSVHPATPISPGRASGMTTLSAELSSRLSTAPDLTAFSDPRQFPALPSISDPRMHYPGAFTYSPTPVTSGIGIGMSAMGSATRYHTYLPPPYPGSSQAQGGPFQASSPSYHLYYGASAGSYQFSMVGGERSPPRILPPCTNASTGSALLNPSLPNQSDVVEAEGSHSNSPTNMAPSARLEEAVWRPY
Target sequence (Q13951 whole entry, looked up): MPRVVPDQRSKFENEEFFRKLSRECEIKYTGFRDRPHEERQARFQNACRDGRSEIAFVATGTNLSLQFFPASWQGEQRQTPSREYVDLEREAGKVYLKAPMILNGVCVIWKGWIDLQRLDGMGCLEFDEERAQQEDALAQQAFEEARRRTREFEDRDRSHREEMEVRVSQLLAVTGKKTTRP
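Proteins preincubated together for 20 min at RT before compound addition; 15 min later, nickel and streptavidin beads were added and left 90 min prior to AlphaScreen measurement.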
Lamin A splicing – changes lamin A minigene splicing in HeLa cells; Potency, µM (titrated, usually from 46.1 µM), for inactives: at the highest dose ratio change, negative = inhibition, most hits filed as inhibitors; hit rate 0.01% among 200,000; HeLa LMNA splicing GFP/RFP minigene ratio, 48 h; active = well fitted inhibition curve with a large enough effect in the signal ratio, with a control signal flat, not every such curve was filed as active; inconclusive = small, poorly fitted or top-dose-only effect, or effect the other way, or a change in a side signal; the % refers to the signal ratio; also: potency is read from the fitted curve at half-maximal effect; % is scaled to controls: 0 for no effect and ±100 for the full control effect
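S3 HeLa stable clones carrying a lamin A-EGFP splicing minigene plus DsRed2 were seeded at 600 cells/well in Opti-MEM with 2% FBS, pin-dosed and incubated 48 h at 37°C. Acumen cytometry (488 nm) gave the GFP/RFP total-intensity ratio.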
IMPase Li inh – membrane-permeable IMPase blocker, potentiated with lithium; CHO-M1 cells, IP1 TR-FRET (IP-One), carbachol + lithium; Potency, µM (top dose mostly 59.4 µM), for inactives: top-dose activity, negative = IMPase inhibition, hits mostly inhibitors; hit rate 0.35% among 210,000; AID 1457;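 also: IP1 builds up when IMPase is blocked and the TR-FRET signal falls; potency is read from the fitted curve at half-maximal effect; plate controls were basal vehicle for no effect and high inhibitor control for full effect; nearly all actives have a fitted effect of over 50% in size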
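Test compounds were applied to CHO-M1 cells previously cultured for 16–30 h at 2000 per well. A small lithium amount accompanied them; after 30 min at 37C, IP1 was quantified by TR-FRET.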
Luc counter – Kinase-Glo luciferase inhibition (counter-screen); Q27757; Potency, µM (highest dose often 38.3 µM), inactives show top-dose activity change, negative = inhibition, hits mostly inhibitors; hit rate 0.28% among 200,000; Kinase-Glo luciferase, ATP luminescence, 8 min; AID 1379; also: potency is read from the fitted curve at half-maximal effect; % is scaled to controls: 0 for no effect and ±100 for the full control effect; nearly all actives have a fitted effect of over 60% in size
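Kinase-Glo luciferase light output from ATP and luciferin was measured with 10 uM ATP, within the enzyme's linear range. Buffer: 50 mM imidazole pH 7.2, 50 mM KCl, 7 mM MgCl2, 0.01% Tween 20, 0.05% BSA; luminescence read after 8 min at ambient temperature.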
Epigenetic reg – regulators of epigenetic silencing causing reporter derepression in mouse cells | hit rate 0.2% among 280,000 | Potency, µM (series often up to 53.9 µM), inactives show at the highest dose GFP activation, hits mostly activators | murine LDR cells, GFP reporter derepression, 30 h; also: potency is read from the fitted curve at half-maximal effect; % of control where 0% means no effect; nearly all actives have a fitted effect of over 60% in size
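Readout is the number of GFP-expressing murine LDR cells, counted by cytometry following washing. Cells were treated with compound for 30 h at 37 C; the stably integrated CMV-GFP locus is normally silent.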
HttQ103 aggreg – mutant huntingtin aggregation inhibition; AID 1688; Potency, µM (top dose mostly 46.1 µM), without a hit: at the top dose activity change, negative = inhibition, hits mostly inhibitors; hit rate 1.1% among 220,000; PC12 HttQ103-GFP aggregates, Acumen cytometry, 40 h; also: potency is read from the fitted curve at half-maximal effect; % is scaled to controls: 0 for no effect and ±100 for the full control effect; nearly all actives have a fitted effect of over 60% in size
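PC12 cells stably carrying ecdysone-inducible HTT exon 1 Q103–GFP were induced with tebufenozide (100 nM final) and treated with library compounds in titration. GFP aggregates in lysates were counted by laser scanning cytometry.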
* = called active by the depositor; ? = inconclusive; . = no result given; & = joins results of further samples; [ ] = another dose, or the depositor's remark. Unless noted, calls follow the shape of the dose curve; as a rule, active = well fitted curve in the direction sought with a large enough effect; inconclusive = small, poorly fitted or top-dose-only effect, or another doubt; inactive = no such curve, though single readings can be large; an effect the other way counts as inactive or inconclusive. The list is partial; count on the stated rates, not on these rows.

SMILES	NPSR antag	CBFb-RUNX1 inh	Lamin A splicing	IMPase Li inh	Luc counter	Epigenetic reg	HttQ103 aggreg
CC(C)NC(=O)CSCc1c(F)cccc1Cl	11.5%[46.1 µM]	-5.1%	-6.9%	7.9%	1.1%	-1.0%	0.5%
NC(N)=NCc1cccc(I)c1	1.2%[46.1 µM]	13.4%	?	-7.9%	-2.2%	-2.6%	-10.5%
CCOCCCN(C(=O)Cn1nnc(-c2ccc(C)o2)n1)C(C(=O)NCC1CCCO1)c1ccc(F)cc1 (configuration not stated)	0.8%	?	.	.	.	5.3%	-1.6%[9.22 µM]
COc1ccc(C2N(C(=O)CN3CCOCC3)CCN2S(=O)(=O)c2ccccc2)cc1 (configuration not stated)	-9.0%[46.1 µM]	0.4%	13.3%	6.5%[38.3 µM]	-0.6%	-1.0%	-6.9%
C=C1CCN(C(CC(C)C)C(=O)OC)S(=O)(=O)c2ccccc21 (configuration not stated)	-14.5%	18.1%&15.5%	.	.	.	1.1%	-4.7%[9.22 µM]
O=C1CN(C(=O)/C=C/c2cccc(Cl)c2)c2ccccc2N1	-18.4%	-13.5%	.	0.2%	-2.3%	2.6%	4.0%
O=C(Cn1c(=O)oc2cc(S(=O)(=O)N3CCCC3)ccc21)Nc1ccc(C(F)(F)F)cc1	-8.6%[46.1 µM]	-9.0%	-3.5%	-3.6%[38.3 µM]	6.8%	-0.1%	-8.6%
CCSc1nnc(NC(=O)NC(C)(C(F)(F)F)C(F)(F)F)s1	-12.5%	2.1%	?	-4.2%	-2.2%	2.6%	?
NNC(=O)CC(=O)NC1(Cc2ccc(O)cc2)CCCCC1	-8.9%	-5.7%	.	3.7%	-3.4%	1.0%	10.9%[9.22 µM]
Cc1ccc(-c2nnn(CC(=O)N(CC3CCCO3)C(C(=O)NC3CCCC3)c3ccc(F)cc3)n2)o1 (configuration not stated)	4.5%[46.1 µM]	2.7%	2.3%	11.0%[38.3 µM]	-1.0%	-1.0%	-5.4%
C/C(=N\O)c1ccc(Cl)cc1Cl	-17.3%	6.9%	0.3%[46 µM]	.	.	1.1%	-5.1%[9.22 µM]
CCOC(=O)/C(=N\Nc1ccc(Cl)cc1)c1csc(Nc2ccccc2)n1	?	25.7%	-5.1%	33.3%[38.3 µM]	-1.0%	3.5%	?

Full records as entered above. Screens in order: NPSR antag, CBFb-RUNX1 inh, Lamin A splicing, IMPase Li inh, Luc counter, Epigenetic reg, HttQ103 aggreg
NNC(=O)CC(=O)NC1(Cc2ccc(O)cc2)CCCCC1 across the screens: -8.9%, -5.7%, ., 3.7%, -3.4%, 1.0%, 10.9%[9.22 µM]
C=C1CCN(C(CC(C)C)C(=O)OC)S(=O)(=O)c2ccccc21 (configuration not stated) across the screens: -14.5%, 18.1%&15.5%, ., ., ., 1.1%, -4.7%[9.22 µM]
O=C(Cn1c(=O)oc2cc(S(=O)(=O)N3CCCC3)ccc21)Nc1ccc(C(F)(F)F)cc1 across the screens: -8.6%[46.1 µM], -9.0%, -3.5%, -3.6%[38.3 µM], 6.8%, -0.1%, -8.6%
COc1ccc(C2N(C(=O)CN3CCOCC3)CCN2S(=O)(=O)c2ccccc2)cc1 (configuration not stated) across the screens: -9.0%[46.1 µM], 0.4%, 13.3%, 6.5%[38.3 µM], -0.6%, -1.0%, -6.9%
Cc1ccc(-c2nnn(CC(=O)N(CC3CCCO3)C(C(=O)NC3CCCC3)c3ccc(F)cc3)n2)o1 (configuration not stated) across the screens: 4.5%[46.1 µM], 2.7%, 2.3%, 11.0%[38.3 µM], -1.0%, -1.0%, -5.4%

More compounds:
SMILES	NPSR antag	CBFb-RUNX1 inh	Lamin A splicing	IMPase Li inh	Luc counter	Epigenetic reg	HttQ103 aggreg
COc1ccc(C(=O)Nc2ccccc2C(=O)N/N=C/c2ccc(O)c(OC)c2)cc1	?	3.1%	-1.1%	-3.4%[38.3 µM]	1µM*	0.0%	-15.9%
O=C(NCC1CCCO1)c1ccc(/C=N/O)nc1 (configuration not stated)	1.6%[46.1 µM]	-6.1%	-5.5%	-14.6%[38.3 µM]	2.7%	0.3%	23.3%
Cc1nn(C)c(C)c1C1C(C#N)=C(N)Oc2n[nH]c(C)c21 (configuration not stated)	5.4%	5.3%	0.3%	-0.7%	10.9%	-1.0%	-9.2%
Cc1ccc(-c2nc(N=Nc3ccc(O)cc3)n[nH]2)cc1	-21.8%	?	?	-2.7%	-1.2%	-1.8%	?
COc1cccc(Nc2nc3ccccc3n3cnnc23)c1	4.1%[46.1 µM]	-2.9%	-1.7%	-0.3%[38.3 µM]	-2.2%	-0.7%	12.4%
CC1CC(C)CN(C(=O)CSc2nnc(-c3ccc(Cl)cc3)o2)C1 (configuration not stated)	-5.7%[46.1 µM]	-9.2%	2.0%	0.4%[38.3 µM]	-0.3%	-0.4%	-18.0%
O=C(COC(=O)Cc1c[nH]c2ccccc12)Nc1cccc2ccccc12	5.5%	-6.5%	-14.9%	0.3%	-0.2%	0.0%	-7.9%
CCN1c2ccc(S(=O)(=O)N3CCOCC3)cc2N(Cc2ccc(OC)cc2)C1C (configuration not stated)	-13.8%	10.1%	.	5.5%	-1.3%	0.0%	16.3%
CCCC(=O)Nc1nc(C)c(-c2csc(Nc3ccccc3C)n2)s1	-12.4%[46.1 µM]	-23.0%	3.8%	4.9%[38.3 µM]	1.4%	2.7%	23.0%
O=C(Nc1nnc(CCN2CCOCC2)s1)C1CCCCC1	-2.2%[46.1 µM]	0.7%	4.2%	26.6%[38.3 µM]	-1.2%	1.9%	1.4%
O=C(NCN1CCN(CCO)CC1)c1cnccn1	-5.9%[46.1 µM]	5.0%	-11.8%	6.2%[38.3 µM]	18.5%	0.6%	10.1%
COc1ccc(NC(=O)c2cc3n(n2)C(C(F)(F)F)CC(c2ccc4c(c2)OCO4)N3)cc1OC (configuration not stated)	-0.9%[46.1 µM]	-22.0%	?	?	6.3%	1.1%	0.4%
CC(C)c1ccc(NC(=O)c2cnn(-c3ccccc3)c2NC(=O)c2ccco2)cc1	?	0.3%	-12.5%	-3.8%[38.3 µM]	4.5%	-1.0%	-11.2%
COc1ccc(NC2=CC(c3cccc(OC)c3)N(c3ccc(OC)cc3)C2=O)cc1 (configuration not stated)	-8.2%	?	5.4%	-0.2%	3.1%	1.0%	12.7%
CCC(=O)Nc1cccc(C(=O)/C=C/c2ccc(F)cc2)c1	0.0%	11.2%	?	9.6%	1.3%	2.4%	2.7%
COc1cc([C@@H]2c3cc4c(cc3[C@@H](O)[C@H]3COC(=O)[C@H]23)OCO4)cc(OC)c1O[Si](C)(C)C(C)(C)C	10µM*	23.1%	.	.	.	?	-8.4%[9.22 µM]
O=C(c1ccc(Cl)cc1)c1ccc(CN2C(=O)c3ccccc3C2=O)o1	-28.7%[46.1 µM]	2.8%	?	-13.0%[38.3 µM]	-2.2%	-0.2%	-7.6%
O=S1(=O)CC(NCc2ccccc2)C(Nc2ccc(Cl)cc2)C1 (configuration not stated)	11.5%[46.1 µM]	-0.5%	0.1%	-12.8%[38.3 µM]	0.8%	-4.3%	-2.8%
CCNC(=O)CCS(=O)(=O)c1ccc2ccccc2c1	-5.0%[46.1 µM]	5.8%	-7.0%	3.6%	-3.4%	-1.2%	-6.0%
COc1ccc(/C=N/Nc2nnc(Cc3ccc(OC)c(OC)c3)c(=O)[nH]2)cc1OC	7.1%	?	?	-0.2%	-5.6%	1.3%	9.3%
CCc1ccc(C(=O)Nc2cc3c(cc2Cl)OCCCO3)cc1	-28.6%[46.1 µM]	5.7%	-5.1%	2.5%[38.3 µM]	-0.6%	-1.3%	-8.8%
CN1N=C(c2ccc(Cl)cc2)CC(c2ccc(Cl)cc2)C1=O (configuration not stated)	-48.1%	16.5%	?	2.6%	1.7%	-2.3%	-16.7%
CCSc1nnc(NC(=O)c2ccco2)s1	-6.9%[46.1 µM]	3.7%	-6.5%	5.8%[38.3 µM]	-9.2%	0.0%	-2.8%
Cc1cc(=O)oc2cc3c(cc12)OCCO3	-20.3%[46.1 µM]	-5.5%	3.6%	-8.3%[38.3 µM]	0.9%	-8.8%	20.0%
CC(C)(C)C(=O)NC1(C(F)(F)F)N=C2SCCN2C1=O (configuration not stated)	9.8%	1.9%	3.1%	8.0%	4.1%	-1.0%	8.9%
O=C1CC(c2ccc3c(c2)OCO3)c2cc3c(cc2N1)OCCO3 (configuration not stated)	-16.6%[46.1 µM]	0.3%	-18.6%	34.8%[activator][38.3 µM]	-1.8%	-2.1%	5.3%
CC(C)(C)NC(=O)C(c1ccccc1)N(C(=O)c1csnn1)C1CC1 (configuration not stated)	7.8%[46.1 µM]	10.7%	6.2%	8.3%[38.3 µM]	11.7%	-0.9%	-14.5%
CCOc1ccc2c(c1)C(C)=CC(C)(C)N2S(=O)(=O)c1ccc(C)cc1	23.6%	-6.0%	.	22.6%	1.6%	-1.2%	-41.4%[9.22 µM]
COC(=O)c1cc(OC)c(OC)cc1NC(=O)c1c(-c2ccccc2Cl)noc1C	?	2.5%	9.2%	35.4%[activator][38.3 µM]	4.3%	-4.2%	12.9%
COC(=O)C1=C(CSc2nc3ccccc3o2)NC(=O)NC1c1cc(C)ccc1C (configuration not stated)	23.4%[46.1 µM]	-15.4%	-4.5%	-2.1%[38.3 µM]	4.0%	-1.0%	?
COc1ccc(C2/C=C\CN(S(=O)(=O)/C=C/c3ccccc3)[C@H](Cc3ccccc3)C(=O)N2Cc2ccc(F)cc2)cc1 (some centres not stated)	-0.7%	23.1%	.	.	.	8.1%	29.9%[9.22 µM]
NS(=O)(=O)c1ccc(NC(=O)CN2CCCc3ccccc32)cc1	4.3%	-0.4%	.	.	.	1.1%	11.8%[9.22 µM]
COc1ccc(C2CC(=O)c3cnc(N)nc3C2)c(OC)c1 (configuration not stated)	-6.6%[46.1 µM]	-0.8%	4.7%	0.9%[38.3 µM]	-0.1%	0.8%	17.5%[9.22 µM]
Cc1cc(Oc2ccc(N)cn2)cc(C)c1Cl	-7.4%[7.67 µM]	-7.4%	.	.	.	4.1%	11.6%[9.22 µM]
COCCNC(=O)c1cnn2c(C(F)(F)F)cc(-c3ccc4c(c3)OCO4)nc12	-2.3%[46.1 µM]	7.3%	-4.1%	-3.4%	5.1%	0.0%	-0.1%
COc1ccc(C(=O)NC(=S)NCc2ccccc2)cc1OC	-39.3%	-0.6%	?	5.2%	-0.9%	5.2%	9.6%
Cc1ccc(C(=O)Nc2ccccc2C(=O)NC(Cc2ccccc2)C(=O)O)cc1 (configuration not stated)	-12.1%	5.8%	?	-1.9%	6.0%	-1.3%	-11.7%[9.22 µM]
Cc1cc(C)c(C)c(OCCOCCN2CCOCC2)c1	12.3%[46.1 µM]	10.6%	-3.0%	20.0%[38.3 µM]	5.0%	0.6%	8.2%

Screens as filed in PubChem.
